Compound activity deposited in PubChem by several laboratories.
3CLpro inhibitor – SARS-CoV 3CLpro protease inhibition | P0C6X7 | recombinant SARS-CoV 3CLpro, quenched FRET peptide cleavage | inhibition, % at 6 µM | 290,000 tested, 0.14% active | AID 1706; in the data active = inhibition above about 12%
TcdB inh – inhibitors of Clostridioides difficile toxin B glycohydrolase; TcdB glycohydrolase enzymatic assay, plate reader; inhibition, % at 9.99 µM; 350,000 tested, 0.24% active; in the data active = inhibition above about 10%
DUSP3 inh – inhibitors of human VHR1 phosphatase (DUSP3) | recombinant VHR phosphatase, pNPP absorbance | AID 1654 | 290,000 tested, 0.52% active | inhibition, % at 13.3 µM; in the data active = inhibition above about 50%; also: some compounds called inactive have numbers as strong as hits
Target sequence (P51452 whole entry, looked up): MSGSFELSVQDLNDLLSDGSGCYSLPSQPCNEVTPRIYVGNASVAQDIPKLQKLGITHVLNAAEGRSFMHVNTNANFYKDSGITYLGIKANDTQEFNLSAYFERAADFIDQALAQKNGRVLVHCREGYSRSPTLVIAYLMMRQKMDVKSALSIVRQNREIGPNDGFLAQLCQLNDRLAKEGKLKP
SSB-PriA inh – inhibitors of Klebsiella pneumoniae PriA binding to SSB C-terminal tail; AlphaScreen SSBct-PriA binding, biotinylated peptide; inhibition, % at 33 µM; 430,000 tested, 0.6% active; AID 1272365; in the data active = inhibition mostly above about 37%, no sharp cut-off; inactive = mostly below about 20%;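 also: plate controls were negative control peptide for no effect and reference peptide for full effect; strong numbers were not always called active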
Yp Topo-I inh – blocks Yersinia pestis topoisomerase I activity. Y. pestis Topo-I cleavage product accumulation, plate reader. activity, % at 10 µM. 360,000 tested, 0.064% active; in the data active = activity above about 50%, passing the limit was not always enough; also: inactives centre near 2
Rv3671c inh – inhibits the M. tuberculosis serine protease Rv3671c. P9WHR9. 320,000 tested, 0.048% active. inhibition, % at 5.96 µM; in the data active = inhibition above about 38%;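 also: extracellular domain of Rv3671c used as enzyme; 0% = enzyme with DMSO and 100% = no enzyme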
Target sequence (P9WHR9 whole entry, looked up, the tested form may be a part): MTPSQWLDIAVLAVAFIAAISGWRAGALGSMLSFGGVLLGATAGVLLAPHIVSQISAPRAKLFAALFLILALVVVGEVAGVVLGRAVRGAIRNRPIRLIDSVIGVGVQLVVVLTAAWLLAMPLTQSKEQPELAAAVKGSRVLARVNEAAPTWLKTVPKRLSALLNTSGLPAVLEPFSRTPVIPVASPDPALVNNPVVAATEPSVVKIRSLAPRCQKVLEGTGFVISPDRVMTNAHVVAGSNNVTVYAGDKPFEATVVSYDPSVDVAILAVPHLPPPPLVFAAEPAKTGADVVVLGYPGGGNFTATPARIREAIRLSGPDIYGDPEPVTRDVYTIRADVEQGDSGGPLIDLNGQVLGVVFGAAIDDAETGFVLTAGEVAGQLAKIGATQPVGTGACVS
PrPC TRFRET – inhibitors of human cell surface prion protein PrPC | P04156 | TR-FRET read-out | inhibition, % at 13.8 µM | 370,000 tested, 0.43% active | AID 720596; in the data active = inhibition above about 24%; also: 0% = median of the test wells and 100% = reference compound wells
MazEF act – activators of E. coli MazEF toxin-antitoxin RNase. activation, % at 20 µM. AID 504720. P0AE70. 350,000 tested, 0.32% active. FAM/BHQ RNA-DNA oligo cleavage fluorescence, 5 h; in the data active = activation above about 50%
Target sequence (P0AE70 whole entry, looked up): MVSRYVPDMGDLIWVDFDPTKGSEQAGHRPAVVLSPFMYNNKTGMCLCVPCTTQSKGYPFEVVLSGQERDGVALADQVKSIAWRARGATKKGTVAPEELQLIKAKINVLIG
BH1578 lux ind – inducers of Vibrio cholerae quorum light production without autoinducers; V. cholerae BH1578 lux reporter, luminescence, 6 h; activation, % at 18.7 µM; 350,000 tested, 0.16% active; AID 588436; in the data active = activation mostly above about 9.7%, no sharp cut-off; also: not every result past the cut was called active; inactives centre near 0; reference of the scale not given here
CCHFV vOTU inh – CCHFV vOTU protease inhibition; 370,000 tested, 0.55% active; Pep-AMC fluorescence; inhibition, % at 11.5 µM; in the data active = inhibition above about 30%; also: 0% = vehicle wells with enzyme and 100% = no enzyme wells
Starred values were filed as active, the others as inactive.

COc1ccccc1N1CCN(S(=O)(=O)CCNC(=O)CCc2ccccc2)CC1 was read as TcdB inh -0.5, Yp Topo-I inh -8, PrPC TRFRET 6, MazEF act -5, BH1578 lux ind -0.5 and CCHFV vOTU inh 11.
`COc1ccc(/C=N/NS(=O)(=O)c2ccccc2)cc1OS(=O)(=O)c1ccc(C)cc1` gave 3CLpro inhibitor 9, DUSP3 inh 10, Yp Topo-I inh -4, Rv3671c inh -12, PrPC TRFRET -5, MazEF act 4, BH1578 lux ind -1.0 and CCHFV vOTU inh 18.
For COC(=O)CSc1nn(-c2ccc(F)cc2)c(=S)s1 the results were 3CLpro inhibitor -1, TcdB inh 2.3, DUSP3 inh 23, SSB-PriA inh -1, Yp Topo-I inh 8, Rv3671c inh 0, PrPC TRFRET -3, MazEF act 5, BH1578 lux ind 1.1 and CCHFV vOTU inh 10.
Screening COc1ccc(CNC(=S)NC2CCCC2)cc1 returned 3CLpro inhibitor 7, TcdB inh 0.5, DUSP3 inh -4, SSB-PriA inh -12, Yp Topo-I inh -6, Rv3671c inh -4, PrPC TRFRET 1, MazEF act -3, BH1578 lux ind -0.4 and CCHFV vOTU inh -2.
For CCCn1c(SCC(=O)c2c(C)[nH]c(C)c2C(=O)OCC)nc2ccccc21 the results were 3CLpro inhibitor 1, TcdB inh 1.5, DUSP3 inh -6, SSB-PriA inh 4, Yp Topo-I inh 28, Rv3671c inh -4, PrPC TRFRET 4, MazEF act 4, BH1578 lux ind 0.6 and CCHFV vOTU inh -7.
For Cc1nn(Cc2ccc(Cl)cc2Cl)c(C)c1NC(=O)c1ccc(COc2cc(Cl)ccc2Cl)o1 the results were 3CLpro inhibitor 4, DUSP3 inh 4, SSB-PriA inh 4, Yp Topo-I inh 32, Rv3671c inh -29, PrPC TRFRET -7, MazEF act -2, BH1578 lux ind -0.6 and CCHFV vOTU inh 4.
`CCN1CC(O)=C(c2nc3ccccc3s2)C1=N` gave 3CLpro inhibitor -2, DUSP3 inh 10, SSB-PriA inh -6, Yp Topo-I inh -4, Rv3671c inh -2, PrPC TRFRET 2, MazEF act -5, BH1578 lux ind -0.5 and CCHFV vOTU inh 8.
COc1cccc(-c2cnc(NCc3cc(Cl)ccc3O)n2C)c1 was read as 3CLpro inhibitor 1, DUSP3 inh 15, SSB-PriA inh -16, Yp Topo-I inh -2, Rv3671c inh -4, MazEF act 21 and BH1578 lux ind -0.2.
Screening CC1=C(C(=O)Nc2cccnc2)C(c2ccncc2)n2nnnc2N1 (configuration not stated) returned 3CLpro inhibitor -5, SSB-PriA inh -24, Yp Topo-I inh 1, Rv3671c inh 9, PrPC TRFRET 6, MazEF act 3, BH1578 lux ind 1.9 and CCHFV vOTU inh -3.
CN1c2ccsc2C(O)=C(C(=O)Nc2ccccc2)S1(=O)=O was read as 3CLpro inhibitor -1, DUSP3 inh 0, SSB-PriA inh -1, Yp Topo-I inh 2, Rv3671c inh -6, PrPC TRFRET -2, MazEF act 4, BH1578 lux ind -4.1 and CCHFV vOTU inh 2.
For CCCn1c(N2CCN(Cc3cccc(C)c3)CC2)nc2c1c(=O)[nH]c(=O)n2C the results were 3CLpro inhibitor -2, TcdB inh 1.6, DUSP3 inh 4, SSB-PriA inh -5, Yp Topo-I inh 24, Rv3671c inh -1, PrPC TRFRET -3, MazEF act 3, BH1578 lux ind -0.2 and CCHFV vOTU inh 1.
`Cc1ccc(S(=O)(=O)N(CCO)Cc2ccccc2)cc1` gave 3CLpro inhibitor -1, TcdB inh 0.8, DUSP3 inh 23, SSB-PriA inh -20, Yp Topo-I inh 1, Rv3671c inh -8, PrPC TRFRET -5, MazEF act 7, BH1578 lux ind inactive and CCHFV vOTU inh -12.
Screening CCC(=O)Nc1ccc(S(=O)(=O)Nc2cccnc2)cc1 returned 3CLpro inhibitor -2, TcdB inh 0.9, DUSP3 inh 22, SSB-PriA inh 1, Yp Topo-I inh 7, Rv3671c inh 5, PrPC TRFRET -4, MazEF act -3, BH1578 lux ind 0.9 and CCHFV vOTU inh 4.
Screening N#CCc1ccc(Oc2ncc(C(F)(F)F)cc2Cl)cc1 returned 3CLpro inhibitor 1, TcdB inh 1.4, DUSP3 inh 20, SSB-PriA inh 2, Yp Topo-I inh 8, Rv3671c inh -4, PrPC TRFRET -1, MazEF act -1, BH1578 lux ind -0.2 and CCHFV vOTU inh -7.
For Cc1nc2ccc(S(=O)(=O)NCC(=O)N(C)Cc3ccco3)cc2s1 the results were 3CLpro inhibitor 6, DUSP3 inh -12, SSB-PriA inh 4, Yp Topo-I inh 4, Rv3671c inh 9, PrPC TRFRET -4, MazEF act 2 and CCHFV vOTU inh -7.
For Cc1cc(C)c(NS(=O)(=O)c2ccccc2)c(C)c1 the results were TcdB inh 2.2, SSB-PriA inh -14, Yp Topo-I inh 5, PrPC TRFRET -5, MazEF act 4, BH1578 lux ind -5.6 and CCHFV vOTU inh 3.
Screening COc1ccccc1NC(=O)N(Cc1ccco1)Cc1cc2cc(C)cc(C)c2[nH]c1=O returned 3CLpro inhibitor 6, DUSP3 inh 17, SSB-PriA inh -4, Yp Topo-I inh 1, Rv3671c inh -5, PrPC TRFRET 3, MazEF act -5, BH1578 lux ind inactive and CCHFV vOTU inh -2.
`O=C(Nc1ccccc1Oc1ccsc1C(=O)O)c1ccccc1F` gave 3CLpro inhibitor -3, TcdB inh 3.7, DUSP3 inh 6, SSB-PriA inh -3, Yp Topo-I inh -1, Rv3671c inh -1, PrPC TRFRET 2, MazEF act -4, BH1578 lux ind inactive and CCHFV vOTU inh -5.
Screening O=C(COc1ccc2c3c(c(=O)oc2c1)CCC3)NCC(O)c1ccccc1 (configuration not stated) returned 3CLpro inhibitor -6, TcdB inh 0.9, DUSP3 inh -22, SSB-PriA inh -2, Yp Topo-I inh -8, Rv3671c inh 5, PrPC TRFRET 4, MazEF act 13, BH1578 lux ind -0.2 and CCHFV vOTU inh -3.
`CC(C)Cn1c(N)c(C(=O)COC(=O)c2ccccc2Cl)c(=O)n(C)c1=O` gave 3CLpro inhibitor 2, TcdB inh 0.7, DUSP3 inh 17, SSB-PriA inh -18, Yp Topo-I inh 7, Rv3671c inh -6, PrPC TRFRET 0, MazEF act 4 and CCHFV vOTU inh 5.
`Cc1cc(C)cc(N(C(=O)Cc2cccs2)C(C(=O)NC2CCCCC2)c2ccccn2)c1` (configuration not stated) gave 3CLpro inhibitor 2, DUSP3 inh 19, SSB-PriA inh 10, Yp Topo-I inh 11, Rv3671c inh 3, PrPC TRFRET 0, MazEF act -3, BH1578 lux ind -0.1 and CCHFV vOTU inh 2.
Screening Cc1cc(C(=O)NN)n[nH]1 returned 3CLpro inhibitor -3, TcdB inh -3.0, DUSP3 inh 8, SSB-PriA inh -4, Yp Topo-I inh -8, Rv3671c inh 5, PrPC TRFRET 7, MazEF act 5, BH1578 lux ind inactive and CCHFV vOTU inh -2.
For COc1ccc(CC2=NCCc3cc(OC)c(OC)cc32)cc1OC the results were TcdB inh 2.2, Yp Topo-I inh 10, PrPC TRFRET 8, BH1578 lux ind -0.3 and CCHFV vOTU inh -105.
O=[N+]([O-])c1ccccc1/C=C/C=N/n1c(-c2ccccc2F)n[nH]c1=S was read as 3CLpro inhibitor 4, TcdB inh -1.3, DUSP3 inh 5, Yp Topo-I inh -3, Rv3671c inh 5, PrPC TRFRET -9, MazEF act 5, BH1578 lux ind inactive and CCHFV vOTU inh 3.

Next section, overlapping the part above by 2 compounds.
For COc1ccc(CC2=NCCc3cc(OC)c(OC)cc32)cc1OC the results were TcdB inh 2.2, Yp Topo-I inh 10, PrPC TRFRET 8, BH1578 lux ind -0.3 and CCHFV vOTU inh -105.
O=[N+]([O-])c1ccccc1/C=C/C=N/n1c(-c2ccccc2F)n[nH]c1=S was read as 3CLpro inhibitor 4, TcdB inh -1.3, DUSP3 inh 5, Yp Topo-I inh -3, Rv3671c inh 5, PrPC TRFRET -9, MazEF act 5, BH1578 lux ind inactive and CCHFV vOTU inh 3.
`COc1ccc(CCC(=O)NCCOc2ccc(C)cc2)cc1` gave 3CLpro inhibitor -1, TcdB inh 2.5, SSB-PriA inh -18, Yp Topo-I inh -12, Rv3671c inh -12, PrPC TRFRET 6, MazEF act -3, BH1578 lux ind inactive and CCHFV vOTU inh 8.
CC12CC(NC(=O)N1c1cccc(C(=O)Nc3ncn[nH]3)c1)c1ccccc1O2 (configuration not stated) was read as 3CLpro inhibitor 1, DUSP3 inh -10, SSB-PriA inh 9, Yp Topo-I inh 2, Rv3671c inh -5, PrPC TRFRET -3, MazEF act 59*, BH1578 lux ind -2.0 and CCHFV vOTU inh -1.
CCCN(C(=O)CCl)C1=CCCCC1 was read as 3CLpro inhibitor 0, TcdB inh 3.1, DUSP3 inh 28, SSB-PriA inh -6, Yp Topo-I inh -9, Rv3671c inh 1, PrPC TRFRET 3, MazEF act 7, BH1578 lux ind -0.1 and CCHFV vOTU inh -4.
Screening CC(NC(=O)c1ccccc1)c1nnc(SCC(=O)Nc2nnc(C3CC3)s2)n1C (configuration not stated) returned TcdB inh 2.1, SSB-PriA inh -13, Yp Topo-I inh 3, Rv3671c inh 4, PrPC TRFRET -2, MazEF act 0, BH1578 lux ind -0.1 and CCHFV vOTU inh -8.
CC(C)(C)NC(=O)C(c1ccc(F)cc1)N(Cc1ccco1)C(=O)c1csnn1 (configuration not stated) was read as 3CLpro inhibitor 2, DUSP3 inh 26, SSB-PriA inh -4, Yp Topo-I inh -13, Rv3671c inh 5, PrPC TRFRET -1, MazEF act -7, BH1578 lux ind -0.4 and CCHFV vOTU inh -4.
For O=C(CCn1cnc2ccccc2c1=O)Nc1ccc(Cl)c(Cl)c1 the results were 3CLpro inhibitor 6, DUSP3 inh -17, SSB-PriA inh 1, Yp Topo-I inh 0, Rv3671c inh -3, PrPC TRFRET 7, MazEF act 13, BH1578 lux ind -0.2 and CCHFV vOTU inh -2.
Screening COc1cccc(CN(C)CC(=O)Nc2cc3oc4ccccc4c3cc2OC)c1 returned 3CLpro inhibitor -6, DUSP3 inh -13, SSB-PriA inh -1, Yp Topo-I inh 18, Rv3671c inh -14, PrPC TRFRET -6, MazEF act -9, BH1578 lux ind -0.5 and CCHFV vOTU inh -8.
CCSc1nsc(NC(=O)Nc2cccc(OC)c2)n1 was read as 3CLpro inhibitor -1, TcdB inh 1.0, DUSP3 inh 15, SSB-PriA inh 0, Yp Topo-I inh 9, Rv3671c inh -51, PrPC TRFRET 16, MazEF act -4, BH1578 lux ind -0.7 and CCHFV vOTU inh 3.
For COc1ccc(C2NCCO2)cc1OC (configuration not stated) the results were 3CLpro inhibitor 5, DUSP3 inh 25, SSB-PriA inh -8, Yp Topo-I inh 5, Rv3671c inh 4, PrPC TRFRET 3, MazEF act 4, BH1578 lux ind -0.2 and CCHFV vOTU inh -6.
COc1ccc(C2CC(c3ccccc3)=NN2C(=O)c2ccc(Cl)c([N+](=O)[O-])c2)cc1 (configuration not stated) was read as 3CLpro inhibitor -3, DUSP3 inh -3, SSB-PriA inh -11, Yp Topo-I inh 22, Rv3671c inh 1, PrPC TRFRET -4, MazEF act -4, BH1578 lux ind -0.3 and CCHFV vOTU inh -6.
CCC(C)[C@H]1CNC(=S)N1CCc1cccc2ccccc12 (some centres not stated) was read as TcdB inh -3.2, DUSP3 inh 0, SSB-PriA inh 10, Yp Topo-I inh 40, Rv3671c inh -3, PrPC TRFRET 11, MazEF act -7, BH1578 lux ind inactive and CCHFV vOTU inh 23.
For CC(C)(C)c1ccc(C(=O)NCCC(=O)NNC(=O)COc2ccccc2F)cc1 the results were TcdB inh 1.0, SSB-PriA inh -11, Yp Topo-I inh 11, Rv3671c inh 2, PrPC TRFRET 6, MazEF act 6, BH1578 lux ind -0.8 and CCHFV vOTU inh -12.
Screening Cn1cc(/C=C/c2cc[n+](C)cc2)c2cc(Cl)ccc21 returned 3CLpro inhibitor -12, TcdB inh 1.5, DUSP3 inh 24, SSB-PriA inh -12, Yp Topo-I inh -1, Rv3671c inh -2, PrPC TRFRET -59, MazEF act -520, BH1578 lux ind -0.8 and CCHFV vOTU inh 17.
O=C(N/N=C/c1ccc2c(c1)OCO2)c1cc2ccccc2o1 was read as 3CLpro inhibitor -1, TcdB inh -0.4, DUSP3 inh -11, SSB-PriA inh inactive, Yp Topo-I inh 10, Rv3671c inh -7, PrPC TRFRET -4, MazEF act -2, BH1578 lux ind inactive and CCHFV vOTU inh -5.

The list is partial, so the mix of outcomes need not match the whole.
